# L3MBTL1 inh: L3MBTL1 (human) inhibition. Q9Y468. AlphaScreen L3MBTL1–H3K9me1 peptide binding. hit rate 0.66% among 230,000. Potency, µM (series often up to 57.1 µM), for inactives: at the highest dose activity, negative = inhibition, hits mostly inhibitors; also: % is scaled to controls: 0 for no effect and ±100 for the full control effect; nearly all actives have a fitted effect of over 60% in size
# Target sequence (Q9Y468 whole entry, looked up): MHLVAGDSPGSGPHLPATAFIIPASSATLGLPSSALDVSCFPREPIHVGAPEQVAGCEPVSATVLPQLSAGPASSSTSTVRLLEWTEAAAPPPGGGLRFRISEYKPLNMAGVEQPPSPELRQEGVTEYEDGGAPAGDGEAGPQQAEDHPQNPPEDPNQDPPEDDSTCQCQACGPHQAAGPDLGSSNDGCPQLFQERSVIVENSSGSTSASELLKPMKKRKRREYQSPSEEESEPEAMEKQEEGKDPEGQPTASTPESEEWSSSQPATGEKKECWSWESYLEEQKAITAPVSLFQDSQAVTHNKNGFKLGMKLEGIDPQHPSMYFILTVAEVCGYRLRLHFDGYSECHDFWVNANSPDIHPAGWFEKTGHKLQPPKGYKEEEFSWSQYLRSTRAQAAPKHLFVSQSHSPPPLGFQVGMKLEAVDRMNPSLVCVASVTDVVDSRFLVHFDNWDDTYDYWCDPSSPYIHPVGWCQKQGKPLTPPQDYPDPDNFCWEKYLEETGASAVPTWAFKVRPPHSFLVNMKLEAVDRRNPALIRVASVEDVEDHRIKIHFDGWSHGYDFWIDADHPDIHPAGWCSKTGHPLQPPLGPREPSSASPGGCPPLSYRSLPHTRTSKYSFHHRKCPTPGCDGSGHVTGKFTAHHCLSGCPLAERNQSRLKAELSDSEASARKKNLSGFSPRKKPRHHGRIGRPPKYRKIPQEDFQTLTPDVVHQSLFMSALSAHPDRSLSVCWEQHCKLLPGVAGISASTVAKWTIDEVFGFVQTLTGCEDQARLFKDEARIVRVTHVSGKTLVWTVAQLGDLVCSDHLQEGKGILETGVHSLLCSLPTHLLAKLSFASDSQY
#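 Read-out is AlphaScreen signal from streptavidin donor and nickel chelate acceptor beads (10 ug/mL final each) bridging L3MBTL1 (50 nM) and biotinylated K9-monomethylated H3(1-15) peptide (75 nM), after 30 min compound exposure at room temperature.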
# Tau fibril FP: inhibitors of human tau fibril formation; K18 P301L tau heparin fibrillization, Alexa594 FP, 6 h; AID 1468; hit rate 0.39% among 280,000; Potency, µM (doses to about 57.7 µM), without a hit: at the highest dose activity, negative = inhibition, actives largely listed as inhibitors; also: % is scaled to controls: 0 for no effect and ±100 for the full control effect; nearly all actives have a fitted effect of over 55% in size
# Target sequence (P10636 561-689 P618L limits assumed): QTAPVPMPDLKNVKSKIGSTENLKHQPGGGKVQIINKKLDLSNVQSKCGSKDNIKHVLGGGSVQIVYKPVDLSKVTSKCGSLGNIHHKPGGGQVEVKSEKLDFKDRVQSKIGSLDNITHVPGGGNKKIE
#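 Read-out: fluorescence polarization of Alexa 594-labeled tau (0.24 uM), 555 nm excitation, 632 nm emission. Mixtures held 15 uM unlabeled K18 P301L, compound and 20 uM heparin, pH 7 acetate buffer, incubated 6 hr at 37 C.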
# TR SRC2 fluor cs: counter-screen for TRb-SRC2 inhibitors: fluorescence interference | TRb/SRC2 Texas Red total fluorescence interference | Potency, µM (series often up to 106 µM), for the others: top-dose fluorescence change, negative = quenching | hit rate 0.29% among 280,000; active = well fitted curve in either direction with a large enough effect; inconclusive = small, poorly fitted or top-dose-only effect; also: % is scaled to controls: 0 for no effect and ±100 for the full control effect
#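 Human TRβ ligand-binding domain (0.6 uM) and Texas Red SRC2 peptide (20 nM) in Tris buffer with 1 uM T3 and 5% DMSO were incubated with pinned compound for 5 hr at ambient temperature. Total fluorescence was computed as S + 2P (555/632 nm).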
# TRb-SRC2 inh: inhibitors of human thyroid hormone receptor beta-SRC2 interaction; Potency, µM (titrated, usually from 106 µM), without a hit: at the top dose activity change, negative = inhibition, most hits filed as inhibitors; P10828; hit rate 0.065% among 280,000; TRbeta-SRC2 peptide binding, fluorescence polarization; receptor liganded with 1 µM T3; AID 1469;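 also: plate controls were bound peptide for no effect and peptide without receptor for full effect; nearly all actives have a fitted effect of over 50% in size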
#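 A fluorescence polarization screen tested compounds at multiple concentrations against complex formation between 0.6 uM TRb ligand-binding domain and 20 nM Texas Red SRC2 peptide, with 1 uM T3 present; readout after 5 hr.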
# Tau fibril ThT: blocks human tau fibril formation measured by thioflavin T. AID 1460. Potency, µM (top dose mostly 57.4 µM), inactives show at the top dose activity, negative = inhibition, usual class: inhibitors. recombinant tau K18 P301L, heparin-induced fibrillization, ThT fluorescence. P10636. hit rate 2.1% among 270,000; also: % is scaled to controls: 0 for no effect and ±100 for the full control effect; nearly all actives have a fitted effect of over 55% in size
#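 Fibril formation assay: tau K18 P301L at 15 uM with trace Alexa 594 label, heparin inducer 20 uM, pH 7 sodium acetate buffer, 37 C for 6 hr; endpoint ThT signal.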
# RECQ1 helicase: RECQ1 (human) helicase inhibition; P46063; RECQ1 DNA unwinding, red fluorescence kinetic read; Potency, µM (titrated, usually from 57.3 µM), for the others: at the top dose activity, negative = inhibition, hits mostly inhibitors; hit rate 0.54% among 240,000;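 also: plate controls were vehicle for no effect and no enzyme for full effect; nearly all actives have a fitted effect of over 30% in size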
#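 50 nM RECQ1T1 preincubated 15 min with compound in Tris pH 8.0 buffer with MgCl2, DTT, Tween-20 and 2.5 ug/ml poly(dI-dC); started with 200 nM TAMRA/BHQ-2 forked duplex and 2 mM ATP. Unwinding read as fluorescence (525/598 nm), two reads 2 h apart.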
# Tau fluor cs: counter-screen for tau fibril formation inhibitors | tau K18 P301L Alexa594 fluorescence, heparin fibrillization | hit rate 0.93% among 280,000 | Potency, µM (doses to about 57.7 µM), inactives show at the highest dose activity change, negative = decrease; also: % is scaled to controls: 0 for no effect and ±100 for the full control effect; nearly all actives have a fitted effect of over 55% in size
#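 Human tau K18 P301L (15 uM unlabeled, 0.24 uM Alexa 594-labeled) in 100 mM sodium acetate pH 7 with 20 uM heparin, 6 hr at 37 C. ThT 30 uM added, 1 hr ambient; Alexa 594 FP and total fluorescence read at 555/632 nm.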
# HTT cytoprotect: protects HTT-Q103 PC12 cells, measured by ATP | PC12 HTT-Q103 induced, cytoprotection, ATP luminescence, 40 h | AID 1471 | Potency, µM (series often up to 56.4 µM), without a hit: cytoprotection (ATP increase), actives largely listed as activators | hit rate 0.14% among 230,000;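 also: % of control where 0% means no effect; nearly all actives have a fitted effect of over 45% in size; toxic huntingtin expression switched on by the ecdysone agonist tebufenozide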
#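 PC12 cells stably carrying ecdysone-inducible Htt exon 1 (Q103)–GFP were induced with 100 nM tebufenozide (final) alongside library compounds in a dose series. Cytoprotection was scored as retained ATP by ATPlite luminescence.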
# The depositor's hits bear a star; i = inactive; u = inconclusive; x = not tested or not shown; & = joins results of further samples; [ ] = dose if it differs, or a comment. Unless noted, calls follow the shape of the dose curve; as a rule, active = well fitted curve in the direction sought with a large enough effect; inconclusive = small, poorly fitted or top-dose-only effect, or another doubt; inactive = no such curve, though single readings can be large; an effect the other way counts as inactive or inconclusive. Potency is read from the fitted curve at half-maximal effect.
SMILES,L3MBTL1 inh,Tau fibril FP,TR SRC2 fluor cs,TRb-SRC2 inh,Tau fibril ThT,RECQ1 helicase,Tau fluor cs,HTT cytoprotect
NC(=O)c1ccc(NC(=O)C2CCN(S(=O)(=O)Cc3ccccc3)CC2)cc1,x,6.3%,-0.2%,3.2%,10.0%,x,8.0%,x
Cc1ccccc1C(=O)NCc1ccc2c(c1)CCN2C(=O)c1ccccc1,x,-7.2%,-2.1%,1.4%,-5.2%,x,-8.8%,x
Cc1c(C(=O)N2CCC(C)CC2)c(S(=O)(=O)NCc2ccc(Br)cc2)c(C)n1C,x,5.2%,-0.1%,-0.9%,-0.3%,x,-3.3%,x
Cc1ccc(-c2nnn(CC(=O)Nc3ccccc3-c3ccccc3)n2)c(-n2cnnn2)c1,4.3%,-0.2%,-0.1%,0.0%,-4.3%,i,-15.7%,-24.8%
CCc1cccc(Nc2cnn(C34C[C@@H]5C[C@@H](CC(CC(=O)O)(C5)C3)C4)c(=O)c2Cl)c1,x,8.5%,-1.5%,1.3%,-8.7%,i,3.6%,-23.0%
COc1ccc(NC(=O)C2CCCN2S(=O)(=O)c2cccc3cccnc23)cc1OC (stereo unspecified),x,-0.1%,3.0%,-6.5%,-4.0%,x,-8.5%,x
Cc1cc(C)c(OCC(=O)Nc2ccccc2N2CCOCC2)c(C)c1,3.5%,5.1%,1.6%,3.5%,-11.2%,-1.2%,-7.0%,1.9%
NC(=O)CC(NC(=O)Cc1cccc2ccccc12)c1ccc(NCCc2cccc(F)c2)c([N+](=O)[O-])c1 (stereo unspecified),x,-12.3%,-1.4%,-6.0%,u,-5.1%,-14.2%,9.2%[10 µM]
NS(=O)(=O)c1ccc(NC(=O)CSc2nnc(COc3ccccc3Cl)n2C2CC2)cc1,x,-5.3%,-1.0%,-4.1%,-7.9%,-6.2%,-21.5%,-11.6%
Cn1c(CC(=O)Nc2ccccc2)n[nH]c1=S,-0.7%,-1.0%[2.34 µM],3.0%,-0.4%,-2.6%,i,9.1%[2.34 µM],-12.6%[10 µM]
COC(=O)c1ccccc1NC(=O)CSc1nncn1C,-8.2%,-4.2%,2.6%,-0.1%,-2.7%,i,1.4%,11.3%[10 µM]
COC(=O)c1ccc(C(=O)OC)c(NC(=O)c2cc3nc(-c4ccc(C)cc4)cc(C(F)(F)F)n3n2)c1,x,-9.4%,-16.5%,6.1%,-4.4%,x,-6.0%,x
C=CCOc1ccc(C=Nc2cccc(Cl)c2)c(O)c1,-10.9%,8.0%,-0.5%,6.0%,10.6%,-7.8%,19.4%,u
O=C(CSc1ncccn1)N1CCc2ccccc2C1,-15.3%,2.2%,-0.9%,5.2%,2.5%,8.2%,1.2%,-10.8%[10 µM]
Cc1csc(NC(=O)c2ccc(S(=O)(=O)N3CCCC3)cc2)n1,x,-2.6%,0.5%,-3.7%,x,-8.1%,-18.5%,4.4%[10 µM]
O=C1OCCN1C(=O)[C@H]1[C@H](c2ccc(Cl)cc2)C(c2cccc(Cl)c2)=NN1c1ccc(Br)cc1,75.8%[activator],u,4.8%[53 µM],8.8%[53 µM],-5.1%,25.1µM*,-25.6%,x
CC(NC(=O)CN1C(=O)NC(Cc2ccccc2)(Cc2ccccc2)C1=O)C12CC3CC(CC(C3)C1)C2 (stereo unspecified),x,13.5%,-3.5%,1.8%,-21.3%,-20.6%,-15.7%,-20.6%
COc1cc(CN2CCN(c3cccc(C)c3C)CC2)cc(Br)c1O,-2.7%,-5.5%,1.0%,-6.3%,-13.7%,i,-24.6%,8.4%[10 µM]
CCOc1ccccc1OCCn1ncc2ccc(OC)c(OC)c2c1=O,0.2%,2.5%,0.3%,-3.8%,-3.1%,5.2%,-7.5%,-18.4%
CC(=O)OC[C@@H]1O[C@@H](O/N=C2/C[C@@H](O)[C@@H](O)[C@@H]3[C@@H]4C(=O)N(c5cccc(Oc6ccccc6)c5)C(=O)[C@H]4CC[C@H]23)[C@H](OC(C)=O)[C@H](OC(C)=O)[C@@H]1OC(C)=O,x,1.2%[11.6 µM],-0.5%[11.2 µM],-4.2%[11.2 µM],-7.1%[11.5 µM],i[11.5 µM],-8.2%[11.6 µM],12.4%[10 µM]
CCOc1cccc(-c2nnc3sc(-c4cc(OC)c(OC)cc4OC)nn23)c1,6.7%,0.8%,-2.7%,0.9%,3.8%,i,-3.0%,-9.9%
CC(C)OCCCNc1nc2c([nH]1)c(=O)n(C)c(=O)n2C,5.7%,3.8%,3.2%,-6.0%,3.2%,u,3.4%,18.5%
CCCn1c(CNC(=O)Cc2ccccc2)nc2ccccc21,-9.1%,-0.2%,-1.3%,-5.9%,4.4%,2.7%,2.7%,12.2%[1.9 µM]
COc1ccc(OC)c(NC(=S)NCc2ccc(S(N)(=O)=O)cc2)c1,-2.2%,8.7%,-2.0%[53 µM],0.7%[53 µM],6.6%,i,9.8%,30.0%[10 µM]
Cc1cccc(NC(=O)c2ccc(NCC3CCCO3)c([N+](=O)[O-])c2)n1 (stereo unspecified),-5.9%,6.6%,-4.1%,4.9%,u,-9.0%,-8.7%,x
CCC(C)(C)n1nnnc1C(c1ccc(C)cc1)N1CCN(Cc2cccnc2)CC1 (stereo unspecified),1.2%,4.2%,-0.8%,5.8%,-13.0%,-5.0%,-2.6%,8.0%[10 µM]
Cc1ccc(NC(=O)Nc2cc(S(=O)(=O)N(C)C)ccc2C)cc1,0.6%,-7.6%,-5.5%,-3.1%,11.0%,i,-18.9%,x
CCOC(=O)c1c(C)[nH]c(C(=O)COC(=O)COc2ccccc2C)c1C,0.1%,-4.2%,-0.2%,-1.9%,7.5%,-2.6%,-3.0%,7.9%[10 µM]
CCOC(=O)c1cc(-c2ccccc2)nn1CCC#N,-5.7%,-3.7%,-4.7%,2.3%,-6.9%,-10.2%,-3.8%,-21.1%
CCOC(=O)N1CCN(C(=S)Nc2ccccc2C(C)C)CC1,x,10.3%,-7.7%,1.0%,-3.1%,-3.9%,2.1%,20.1%
COc1ccc(C2(O)CCN(C(=O)c3c(F)cccc3F)CC2)cc1,0.0%,1.8%,-3.5%,0.4%,-6.2%,-4.9%,-1.9%,-0.2%
CCC(C)(C)n1nnnc1C(C(C)C)N1CCN(C)CC1 (stereo unspecified),-0.6%,-4.7%,0.5%,3.4%,-16.0%,i,-8.6%,3.0%
COc1ccc(-c2ccc(-c3cc(=O)oc4c(C(C)C)ccc(C)c34)cc2)cc1,3.1%,-10.9%[81.3 µM],1.3%,8.0%,-14.5%[81.4 µM],-1.0%[81.1 µM],-5.5%[81.3 µM],8.7%
CSc1nc(C)c(CCOCc2ccccc2)c(=O)[nH]1,-2.0%,0.9%,-0.1%,-15.5%,-7.3%,-3.7%,-5.3%,13.4%[10 µM]
O=C(Nc1ccc(N2CCOCC2)c2nonc12)C1CCCC1,x,u,-0.2%,-4.4%,u,0.4%,-17.2%,-0.3%
NC(=O)NN=C1C2CCCC1C(c1ccccc1)NC2c1ccccc1 (stereo unspecified),-16.8%,1.4%,0.2%,0.2%,-12.5%,-9.0%,-10.4%,25.4%[10 µM]
Cc1nc2nc[nH]n2c(=O)c1NS(C)(=O)=O,x,9.9%,-1.7%,-7.9%,-0.1%,i,6.3%,-4.9%
CCCCCCCC/C=C\CCCCCCCC(=O)OC[C@@H](O)COP(=O)(O)O,x,-2.1%&-10.5%,-1.3%&-1.4%,-4.3%&-3.9%,-2.2%&-6.5%,2.2%,-2.2%&-1.5%,23.5%&-22.4%
CCOc1ccccc1OCC(=O)N/N=C(\C)Cc1ccc(OC)cc1,-9.8%,-1.0%,-0.8%,5.3%,9.0%,6.4%,9.8%,-13.7%[10 µM]
CCC(=O)N1c2ccccc2[C@@H](N(C(C)=O)c2ccccc2)C[C@H]1C,x,-4.5%,-8.5%,-7.8%,-5.2%,-2.0%,-3.0%,-18.8%
CCOc1ccccc1NC(=O)CSc1nc2c(sc3ccccc32)c(=O)n1CCCC(=O)NC1CCCC1,x,-6.0%,-29.3%,0.7%,0.1%,x,-8.8%,x
COc1ccc(/C=N/Nc2nc3ccccc3c(=O)[nH]2)cc1,4.8%,-8.3%,-2.3%,-13.6%,u,i,-29.0%,-61.4%[inhibitor]
COC(=O)c1ccc(OCC2c3cc(OC)c(OC)cc3CCN2C(=O)c2ccccc2F)cc1 (stereo unspecified),x,6.8%,1.8%,1.8%,-9.4%,x,-12.9%,x
CCN(CC)C(=O)CSc1ccccc1N,x,4.2%,-0.1%,0.4%,-7.0%,11.2%,0.2%,-1.0%
CCN(CC)S(=O)(=O)c1ccc(NN=C2CCN(C(C)C)CC2)c([N+](=O)[O-])c1,u,5.1%,-2.3%,-3.9%,-11.3%,-7.5%,-13.3%,13.9%[10 µM]
O=C(COC(=O)c1ccc(Cl)cc1O)NC(=O)C1CCCCC1,2.4%,8.1%,0.7%,-6.4%,2.6%,-5.2%,7.5%,-18.5%
O=C(Cn1cc(SCc2ccc(F)cc2)c2ccccc21)N1CCOCC1,-3.8%,11.7%,-4.9%,3.5%,-0.9%,-6.5%,-5.4%,4.4%[10 µM]
O=C(Cn1ccn(-c2cccc(Cl)c2)c(=O)c1=O)c1ccc(F)cc1,x,2.3%,-0.5%,-3.7%,-17.2%,x,-3.1%,x
CC(=O)Oc1ccc(C(=O)Nc2cc(C)ccc2NC(=O)COc2ccccc2)cc1,-0.2%,-2.1%,1.6%,7.7%,-5.5%,-1.8%,-1.8%,-25.8%

# Assay outcomes deposited in PubChem by National Center for Advancing Translational Sciences (NCATS).

# Only part of the results is shown, so the mix of outcomes need not match the whole.
